# MITF inh – human MITF inhibition, primary screen | inhibition, % at 2.6 µM | AID 1259374 | O75030 | AlphaScreen MITF homodimerization, bead proximity signal | 650,000 compounds, 0.91% hits; in the data active = inhibition above about 50%;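 also: 0% = vehicle wells with protein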
# FBW7 activator – human FBW7 E3 ligase activation, primary screen | normalized activity (activation), % at 26.1 µM | Q969H0 | 650,000 compounds, 0.13% hits | AlphaScreen FBW7–phospho-cyclin E peptide binding, activator screen | AID 1259310; in the data active = normalized activity above about 1.9%;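 also: purified mutant Fbw7 with reduced substrate affinity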
# Target sequence (Q969H0 whole entry, looked up): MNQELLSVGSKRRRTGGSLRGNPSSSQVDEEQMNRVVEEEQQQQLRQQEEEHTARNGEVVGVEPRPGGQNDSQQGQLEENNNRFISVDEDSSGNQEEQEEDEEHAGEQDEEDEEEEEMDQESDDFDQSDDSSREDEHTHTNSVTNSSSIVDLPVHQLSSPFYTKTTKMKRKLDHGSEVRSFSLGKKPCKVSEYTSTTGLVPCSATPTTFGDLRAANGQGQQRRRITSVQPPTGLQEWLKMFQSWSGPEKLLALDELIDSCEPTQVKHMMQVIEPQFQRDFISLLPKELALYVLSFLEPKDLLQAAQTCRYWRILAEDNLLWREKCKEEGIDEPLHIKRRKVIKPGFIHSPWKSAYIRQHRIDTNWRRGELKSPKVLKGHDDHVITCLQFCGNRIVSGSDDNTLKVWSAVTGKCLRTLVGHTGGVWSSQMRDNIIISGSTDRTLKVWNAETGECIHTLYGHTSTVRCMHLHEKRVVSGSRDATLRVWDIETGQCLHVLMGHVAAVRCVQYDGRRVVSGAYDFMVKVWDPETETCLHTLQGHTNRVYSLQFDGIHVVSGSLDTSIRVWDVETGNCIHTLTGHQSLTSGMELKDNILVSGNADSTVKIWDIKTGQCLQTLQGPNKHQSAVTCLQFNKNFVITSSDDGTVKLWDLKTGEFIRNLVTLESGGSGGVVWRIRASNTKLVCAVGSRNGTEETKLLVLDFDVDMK
# GPR151 ag – activators of human GPR151; 650,000 compounds, 1% hits; activation, % at 11.2 µM; Q8TDV0; PathHunter beta-arrestin GPR151 cells, luminescence; AID 1508602; in the data active = activation above about 4.9%;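 also: 0% = median of compound wells and 100% = cells with positive control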
# TEAD-YAP block – TEAD-YAP interaction inhibition | HEK-TIYL cells, TEAD-Gal4/YAP UAS-luciferase luminescence | 640,000 compounds, 1.4% hits | inhibition, % at 9.12 µM | AID 1259422; in the data active = inhibition above about 32%;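 also: 0% = median of test compound wells and 100% = reference inhibitor wells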
# Starred values were filed as active, the others as inactive; nt = not tested or not shown; & = joins results of further samples.
SMILES	MITF inh	FBW7 activator	GPR151 ag	TEAD-YAP block
O=c1[nH]c(=S)[nH]c(O)c1N=Nc1cc2c(cc1[N+](=O)[O-])OCO2	10	-0.1	0.0	-11
O=c1c2ccccc2nc(/C=C\c2ccc3c(c2)OCO3)n1-c1ccccc1	4	0.0	0.0	14
COc1ccc(Br)cc1C=C(C#N)C#N	-11	0.0	-1.3	-1
O=P1(N2CCN(c3ccccc3)CC2)CC=CC1	18	0.8	-0.1	5
CC(C)Oc1ccc(C2SCC(=O)Nc3c2c(=O)[nH]n3C(C)C)cc1 (configuration not stated)	5	0.1	-0.1	-1
COc1ccc(-n2c(=S)[nH]c3ccccc3c2=O)cc1OC	-4	-0.2	-0.9	5
CCOC(=O)c1c(C)n(Cc2ccccc2)c2ccc(OCC(O)CNCCO)cc12 (configuration not stated)	5	-0.1	0.0	1
Cc1ccc(C(=O)NC(O)C(Cl)(Cl)Cl)cc1 (configuration not stated)	2	0.1	1.3	-1
O=C(CCCC1=NS(=O)(=O)c2ccccc2N1)N1CCC2(CC1)OCCO2	8	0.9	0.1	-13
CCOC(=O)C1(c2ccccc2)CCN(CC(=O)Nc2cccc(C(F)(F)F)c2)CC1	6	-0.2	0.6	10
CN1C(=O)N(C)C(=O)C(CCc2ccncc2)(Cc2ccc(Br)cc2)C1=O	-10	0.1	0.2	-16
O=c1c2ccc(Cl)cc2[nH]c(=S)n1-c1ccccc1	-18	0.3	0.9	2
CCOC(=O)Cc1csc(NC(=O)c2c(O)c3ccccc3n(CCC(C)C)c2=O)n1	7	0.0	0.6	10
Cc1ccc2cccc(OCC(=O)Nc3ccc(C#N)c(Cl)c3)c2n1	8	0.1	0.1	-2
CCN(CC(=O)Nc1ccc(C#N)c(Cl)c1)CC(=O)NC(C)(C)C	-2	0.0	-0.5	8
COC(=O)C1CCC2C3CCC4=CC(=O)CCC4(C)C3CCC12C (configuration not stated)	-23	-0.2	0.8	2
O=c1c2ccccc2nc(/C=C/c2ccccc2)n1-c1ccc(Cl)cc1[N+](=O)[O-]	5	-0.2	-0.2	6
O=[N+]([O-])c1ccc(N2CCNCC2)cc1SCc1ccco1	-4	-0.4	1.3	-9
O=C(O)Cc1cccnc1C(=O)O	49	-0.3	-1.6	nt
O=C(Cc1cccc2ccccc12)N1CCN(Cc2ccc3c(c2)OCO3)CC1	1	-0.3	0.9	-7
CSc1ncc(/C=C2/C(=O)NC(=O)N(c3ccc(Cl)cc3)C2=O)cn1	-12	0.0	-0.1	8
OC(CNCCc1c[nH]c2ccccc12)C(F)(F)F (configuration not stated)	-2	0.0	-0.9	4
Cc1nn(C)c(C)c1P(=S)(c1c(C)nn(C)c1C)N(C)C	5	0.0	0.0	-3
CC1(C)C(C(=O)N2CCN(c3ccc(Cl)cc3)CC2)C1(C)C	-6	0.1	1.9	-2
Cc1ccc(Cl)cc1NC(=O)c1ccc(N2CC3CC(C2)c2cccc(=O)n2C3)c(N)c1 (configuration not stated)	2	0.1	1.3	-2
O=C(c1ccc(-c2ccccc2)cc1)N1CCN(c2cccc(Cl)c2)CC1	7	-0.1	-0.1	-5
COc1cc(/C=C2/C(=O)NC(=O)N(c3ccc(C)cc3)C2=O)cc(OC)c1O	-131	-0.2	0.8	4
O=C(c1ccccc1)c1cc(Br)ccc1NC(=O)c1sc2ccccc2c1Cl	2	0.0	-0.9	-3
COC(=O)C1=C(C)OC(N)=C(C#N)C12C(=O)Nc1ccc(Br)cc12 (configuration not stated)	4	0.1	1.6	10
COc1ccc(OC)c(CNCCc2c[nH]c3ccccc23)c1	65*	0.2	-0.7	-1
CC1CCN(CC(=O)c2ccccc2Br)CC1	3	0.0	1.9	-1
CCCCn1c(C)c(C(=O)OCC)c2cc(OC(=O)C(C)(C)C)c3ccccc3c21	1	0.3	-0.6	-8
CN1C(=O)C(=Cc2ccc(F)cc2)C(=O)N(C)C1=O	12	-0.3	1.1	-4
CCSc1nc2ccccc2c(=O)n1-c1cccc(C)c1	13	0.1	0.1	4
CCCCC1(C)N2CC3(C)CN1CC(C)(C2)C3=O (configuration not stated)	15	0.5	0.0	4
COc1ccc(CCNCc2ccc(OC)c(OC)c2OC)cc1	39	-0.1	-0.7	4
CCN(CC)CCN(C(=O)Cc1ccccc1)c1nc2ccccc2s1	2	0.0	0.3	-8
CN1CCN(C(=O)COc2ccc(Cl)cc2)CC1	-1	0.1	0.9	5
CCC(c1nnnn1C(C)C)N1CCN(C)CC1 (configuration not stated)	4	0.1	1.4	-4
COc1ccc(F)c(CN2CCN(CC(C)(C)C)C(CCO)C2)c1 (configuration not stated)	-11	0.0	-1.2	-5

# Part of the list above in another layout:
# Values in the order – MITF inh	FBW7 activator	GPR151 ag	TEAD-YAP block
CCSc1nc2ccccc2c(=O)n1-c1cccc(C)c1
 : 13	0.1	0.1	4
CCCCC1(C)N2CC3(C)CN1CC(C)(C2)C3=O (configuration not stated)
 : 15	0.5	0.0	4
COc1ccc(CCNCc2ccc(OC)c(OC)c2OC)cc1
 : 39	-0.1	-0.7	4
CCN(CC)CCN(C(=O)Cc1ccccc1)c1nc2ccccc2s1
 : 2	0.0	0.3	-8

# Later entries
SMILES	MITF inh	FBW7 activator	GPR151 ag	TEAD-YAP block
Cc1cc(-n2c(/C=C/c3ccc(F)c(F)c3)nc3ccccc3c2=O)ccc1Br	-13	-0.3	-0.6	-1
COc1cccc(CN2CCN(Cc3ccccc3F)CC2)c1	75*	-0.2	0.6	-7
CN=C(NS(=O)(=O)c1ccc(Cl)cc1)N1C[C@H](c2ccccc2)C(c2ccc(Cl)cc2)=N1	-2	nt	-1.6	nt
COc1ccccc1CC1/C(=N\O)C2CCN1CC2 (configuration not stated)	12	0.1	-0.1	1
c1ccc(C2CNCCO2)cc1 (configuration not stated)	3	0.2	-0.5	5
COC(=O)/C=C/C(=O)NC1CC[C@@]2(O)C3Cc4ccc(O)c5c4[C@@]2(CCN3CC2CC2)[C@H]1O5 (some centres not stated)	1	-0.1	0.6	nt
COc1cccc(-n2c(/C=C/c3cccnc3)nc3ccccc3c2=O)c1	-8	-0.1	-0.9	2
N#Cc1ccc(NC(=O)COC(=O)COc2ccc3ccccc3c2)cc1Cl	4	-0.1	1.5	2
CCN(CC)C(=O)N[C@H]1C=C2c3cccc4[nH]cc(c34)C[C@H]2N(C)C1	17	-0.1	-0.4	7
CN1CCN(Cc2ccc(Cl)c([N+](=O)[O-])c2)CC1	3	0.0	0.7	9
O=C(N1CCN(C(c2ccccc2)c2ccccc2)CC1)C(O)(c1ccccc1)c1ccccc1	-1	-0.1	0.3	-5
CCCN1CCC[C@H](c2cccc(O)c2)C1	9&14	0.2&0.3	2.2&1.6	12&-4
Cc1nn(-c2ccccc2)c2c1C(c1ccc(Br)cc1)SCC(=O)N2 (configuration not stated)	15	1.2	-0.5	-1
COc1ccc(OC)c(NC(=O)CN2C(=O)C(C)N=C(c3ccccc3)c3ccccc32)c1 (configuration not stated)	19	0.0	2.0	25
CCN1C(=O)CC(=O)N(CC)C1=S	7	-0.6	-1.3	8
CC(C)(C)NC(=O)N1CCC2(CC1)OCc1cc(Br)ccc1O2	0	0.5	0.3	2
Cc1ccc(Cn2nnnc2CN2CCC(n3nnc4cc(C)ccc43)CC2)cc1	5	0.1	0.5	-7
CCOC(=O)c1c(C)n(Cc2ccco2)c2ccc(OCC)cc12	4	-0.3	-0.3	-3
CC12C/C(=C/O)C(=O)C[C@@H]1CC[C@@H]1[C@@H]2CCC2(C)[C@H]1CC[C@]2(C)O (some centres not stated)	-3	0.0	-0.7	-3
CCc1c(C)c(C#N)c2nc3ccccc3n2c1NCCNc1ccc([N+](=O)[O-])cc1	-4	-0.4	1.0	0
CCN1CCN(Cc2cc(I)c(O)c(OC)c2)CC1	1	0.8	2.1	-2
CCOP(=O)(OCC)C(NC(=O)c1ccc(OC)cc1)C(Cl)(Cl)Cl (configuration not stated)	5	0.0	-0.1	8
CN=C1CN=C(c2ccccc2)c2cc(Cl)ccc2N1	19	0.7	-1.8	1
COC(=O)C1=NN(C(=O)C2C(C)(C)C2(C)C)C2C(=O)N(c3ccc(C)cc3)C(=O)C12 (configuration not stated)	11	0.2	0.2	0

# Complete entries as entered above:
# Entry for CCOC(=O)c1c(C)n(Cc2ccco2)c2ccc(OCC)cc12 → MITF inh = 4; FBW7 activator = -0.3; GPR151 ag = -0.3; TEAD-YAP block = -3
# Entry for CCc1c(C)c(C#N)c2nc3ccccc3n2c1NCCNc1ccc([N+](=O)[O-])cc1 → MITF inh = -4; FBW7 activator = -0.4; GPR151 ag = 1.0; TEAD-YAP block = 0

# Continued.
SMILES	MITF inh	FBW7 activator	GPR151 ag	TEAD-YAP block
COc1ccc(/C=C/c2nc3ccc(I)cc3c(=O)n2-c2ccc(C)cc2)cc1	-1	-0.1	0.9	-5
Cc1ccnc(-n2c(C)nc3ccccc3c2=O)c1	2	-0.2	-0.4	11
CC12C=CC(C)(O1)C1C(=O)N(c3ccc([N+](=O)[O-])cc3)C(=O)C12 (configuration not stated)	17	0.0	-0.8	7
O=[N+]([O-])c1ccc(O)c(CN2CCN(c3ccccc3F)CC2)c1	-15	0.5	1.3	7
CCc1ccc(N2C(=O)NC(=O)/C(=C/c3ccc(C)o3)C2=O)cc1	-25	0.1	-0.4	4
CC(Cc1ccccc1)NC(=O)/C=C/c1ccccc1 (configuration not stated)	3	0.0	2.8	-56
COC(=O)CN1CN(c2ccccc2)C2(CCN(Cc3ccc4ccccc4c3)CC2)C1=O	9	-0.2	1.3	nt
O=C(c1ccc(N2CC3CC(C2)c2cccc(=O)n2C3)c([N+](=O)[O-])c1)N1CCOCC1 (configuration not stated)	7	0.0	-0.2	1
COc1ccccc1CN1CCN(Cc2ccc(SC)cc2)CC1	81*	-0.2	-0.3	-6
Cc1ccc2c(c1)C=CC1N2C(C(=O)c2ccccc2)C(c2ccc(Cl)cc2)C1(C#N)C(=O)O (configuration not stated)	16	0.6	0.5	-11
COc1ccc(-c2c(C)c3ccc(OC(=O)N(C)C)cc3oc2=O)cc1OC	9	0.0	0.6	13
O=C(O)C1C2CC3CC(C2)CC1(n1ncc(Nc2ccc(O)cc2)c(Cl)c1=O)C3 (configuration not stated)	-4	0.0	-1.4	2
Cc1ccc(/C=C2/C(=O)NC(=O)N(CCc3ccc(F)cc3)C2=O)o1	11	-1.0	-0.7	3
COc1ccc2c(c1)c(C(=O)O)c(C)n2Cc1ccccc1	6	-0.2	1.8	6
O=C1OC(c2ccc(Cl)cc2)=N/C1=C\N1CC2CC(C1)c1cccc(=O)n1C2 (configuration not stated)	-4	-0.1	-0.1	6
CC(Cc1cccc(C(F)(F)F)c1)N1CCOCC1 (configuration not stated)	13	0.2	-2.1	0
COc1ccc(S(=O)(=O)NC(CC(=O)N2CCC3(CC2)OCCO3)C(C)C)cc1 (configuration not stated)	13	0.1	0.8	0
C=C1CC[C@@]2(O)[C@H]3Cc4ccc(O)c5c4[C@@]2(CCN3CC2CC2)[C@H]1O5	0	0.1	0.2	nt
CC(Cc1ccccc1)NCc1ccccc1O (configuration not stated)	-4	-0.2	-1.6	-2
COCc1c(C(=O)NCCCn2ccnc2)c(=O)cc(C)n1CC1CCCCC1	3	0.0	0.5	-1
C=CCOC(=O)C1=C(C)OC(N)=C(C#N)C12C(=O)Nc1ccccc12 (configuration not stated)	6	-0.1	3.0	1
NC(N)=N/N=C/C(=N/N=C(N)N)c1ccccc1	19	0.2	1.2	-4
CCc1ccc(C2C(C#N)=C(N)Oc3c2c(=O)oc2ccccc32)cc1 (configuration not stated)	0	0.0	3.0	-6
OC1C2CCCC1C(N1CCCC1)CC2 (configuration not stated)	0	0.0	0.6	-2
CCCC1(CCC)C(=O)NC(=Nc2ccccc2C)NC1=O	-6	-0.1	1.7	-5
O=C(Oc1cccc2cccnc12)N1CCCCC1	7	0.0	-0.4	-2
CN1CCN(C(=O)COc2ccc(S(=O)(=O)N3CCOCC3)cc2)CC1	0	-0.1	0.2	-3
Cc1ccc(-n2c(/C=C/c3ccc([N+](=O)[O-])cc3)nc3ccccc3c2=O)cc1	0	0.0	1.7	5
N#CC1=C(N)Oc2c(c(=O)oc3ccccc23)C1c1ccc(Cl)c([N+](=O)[O-])c1 (configuration not stated)	-1	0.1	-1.3	-3
COc1ccc(OC)c(C2NCCc3[nH]cnc32)c1 (configuration not stated)	16	1.1	-0.1	8
N/C(=N\O)P(=O)(N1CCOCC1)N1CCOCC1	9	0.1	0.6	5
CN(C)c1ccc(NC(=O)CN2C(=O)CN=C(c3ccccc3)c3cc(Cl)ccc32)cc1	5	-0.3	0.3	14
COCC(C)NC(=O)c1nn(Cc2ccc(-c3csnn3)cc2)c2ccccc12 (configuration not stated)	-7	0.3	1.0	-3
O=C(c1ccco1)N1CC[C@H]2[C@H](CCCN2Cc2cccnc2)C1	7	-0.2	0.7	2
CCCCCOc1ccc(/C=C/C(=O)Nc2ccc(Cl)cc2C(=O)c2ccccc2)cc1OC	7	-0.3	0.2	5

# An excerpt; the hit share may differ from the screen's.
